# High-throughput results from PubChem BioAssay.
# Eya2 phos inh – blocks the phosphatase activity of human Eya2. O00167. recombinant Eya2, OMFP fluorescence dephosphorylation (OMFP is methylfluorescein phosphate). Potency, µM (series often up to 76.9 µM), for inactives: at the top dose activity, negative = inhibition, actives largely listed as inhibitors. 330,000 compounds, 0.006% hits. AID 488837; further: potency means the concentration at half of the fitted maximal effect; on the % scale 0 is the no-effect control and ±100 the full control effect
# Target sequence (O00167 whole entry, looked up): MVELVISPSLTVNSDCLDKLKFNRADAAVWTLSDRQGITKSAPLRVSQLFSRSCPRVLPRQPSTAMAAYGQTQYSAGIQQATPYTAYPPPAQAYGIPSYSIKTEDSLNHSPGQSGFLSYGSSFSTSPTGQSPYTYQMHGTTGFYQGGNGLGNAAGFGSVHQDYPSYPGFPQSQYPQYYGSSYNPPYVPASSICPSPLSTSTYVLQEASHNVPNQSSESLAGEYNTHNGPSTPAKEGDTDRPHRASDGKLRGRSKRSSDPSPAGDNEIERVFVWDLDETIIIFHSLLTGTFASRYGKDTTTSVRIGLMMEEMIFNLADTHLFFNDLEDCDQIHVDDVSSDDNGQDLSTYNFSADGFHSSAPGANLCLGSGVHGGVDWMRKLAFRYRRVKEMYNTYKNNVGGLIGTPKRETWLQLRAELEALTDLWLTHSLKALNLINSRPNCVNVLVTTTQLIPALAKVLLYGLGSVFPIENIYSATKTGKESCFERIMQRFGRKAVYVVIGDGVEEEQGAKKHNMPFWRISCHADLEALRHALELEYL
#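 Eya2 (0.2 uM) preincubated 10 min at ambient with compound, then OMFP substrate added at 50 uM; 10 min reaction in 50 mM HEPES pH 7.5, 50 mM NaCl, 5 uM MgCl2, 0.05% BSA, 1 mM DTT. Fluorescence read at Ex 485/Em 525 nm.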
# BCR signal inh – blocks chronic active B-cell receptor signaling; ABC-DLBCL IkBa-CBG/CBR reporter, luminescence ratio, 4 h; Potency, µM (titrated, usually from 46.1 µM), without a hit: at the top dose ratio change, negative = lower green/red ratio, most hits filed as inhibitors; 340,000 compounds, 0.05% hits; active means well fitted inhibition curve with a large enough effect in the signal ratio, with a control signal flat, not every such curve was filed as active; inconclusive means small, poorly fitted or top-dose-only effect, or effect the other way, or a change in a side signal; the % refers to the signal ratio;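 further: potency means the concentration at half of the fitted maximal effect; plate controls were basal doxycycline-induced cells for no effect and cells given 10 µM MG132 for full effect; MG132 reads +100%, hits lower the ratio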
#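 Cell line TMD8 (human ABC DLBCL), stably expressing tet-inducible CBG68-IkBa fusion and CBR; IMDM/0.5% FBS; cpd up to 46 uM; dox induction, 4 h, 37C/5% CO2; dual luminescence; green/red ratio; MG132 control.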
# PTAP TSG101 blk – blocks PTAP/TSG101 interaction to inhibit HIV-1 budding; Q99816; Fluorescence polarization, FITC-PTAP peptide / Tsg101 binding; Potency, µM (titrated, usually from 115 µM), for inactives: top-dose activity change, negative = inhibition, most hits filed as inhibitors; 340,000 tested, under 10 active; active means well fitted inhibition curve with a large enough effect in the main read-out, with a control signal flat, not every such curve was filed as active; inconclusive means small, poorly fitted or top-dose-only effect, or effect the other way, or a change in a side signal; inactive means no such curve, though single readings can be large or run the other way; further: potency means the concentration at half of the fitted maximal effect; % of control where 0% means no effect
# Target sequence (Q99816 whole entry, looked up): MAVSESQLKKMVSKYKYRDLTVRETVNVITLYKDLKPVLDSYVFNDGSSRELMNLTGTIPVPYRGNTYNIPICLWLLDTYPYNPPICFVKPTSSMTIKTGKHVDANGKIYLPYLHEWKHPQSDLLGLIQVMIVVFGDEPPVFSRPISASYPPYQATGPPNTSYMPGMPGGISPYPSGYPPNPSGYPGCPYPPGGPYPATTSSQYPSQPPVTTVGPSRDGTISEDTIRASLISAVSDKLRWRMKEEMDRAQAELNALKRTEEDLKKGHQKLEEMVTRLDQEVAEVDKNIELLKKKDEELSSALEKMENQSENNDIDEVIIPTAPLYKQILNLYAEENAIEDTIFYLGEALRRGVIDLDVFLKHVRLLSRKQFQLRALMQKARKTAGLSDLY
#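 Fluorescence anisotropy tracks displacement of a FITC-tagged PTAP peptide (50 nM) from the Tsg101 binding domain (10 uM), following a 20 min room-temperature incubation at pH 7.5.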
# TCR act – T cell receptor activation. primary human leukocytes, anti-CD3, IL-2 HTRF, 48 h. Potency, µM (series often up to 9.22 µM), inactives show at the highest dose activation of IL-2 secretion, actives largely listed as activators. 330,000 tested, under 10 active; further: % of control where 0% means no effect
#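 Primary human leukocytes receive a-CD3 beads and test compound and are incubated 48 hr. Secreted IL-2 is then assayed by HTRF, measuring 665nm acceptor emission after 320nm excitation of the europium donor.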
# S-ASM inh – inhibitors of human secretory acid sphingomyelinase; P17405; placental ASM, HMU-PC fluorogenic substrate, 60 min; Potency, µM (highest dose often 57.5 µM), for inactives: at the highest dose activity change, negative = inhibition, usual class: inhibitors; 340,000 compounds, 0.006% hits; further: potency means the concentration at half of the fitted maximal effect
#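 Fluorescence read-out (Ex 386 nm, Em 447 nm) after stopping the reaction at pH 10. Enzyme: ASM from human placenta; substrate HMU-PC0, 9 uM final; 60 min, 37 °C. Compound preincubation 10 min, ambient temperature.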
# a7 integrin act – integrin-mediated muscular dystrophy alleviation activation; AID 624291; Potency, µM (series often up to 38.3 µM), without a hit: top-dose activation, hits mostly activators; alpha7betagal myoblasts, beta-gal FDG fluorescence, 48 h; 350,000 compounds, 0.064% hits;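 further: potency means the concentration at half of the fitted maximal effect; 100% = response of the positive control SU9516; nearly all actives have a fitted effect of over 60% in size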
#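 Alpha7betagal+/- myoblasts (passage 13) were plated 16-24 hr, then exposed to compounds (1:260 dilution of DMSO stock) for 48 hours at 37C. After MPER lysis, β-galactosidase reporter activity was read as FDG fluorescence (ex 480/em 540) after 30 minutes.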
# ELG1 DNA repair – ELG1-dependent DNA repair inhibition; HEK293T ELG1-luciferase reporter, luminescence, 16 h; DNA damage induced by 5-fluorouridine; Potency, µM (highest dose often 46.1 µM), without a hit: at the top dose activity change, negative = inhibition, actives largely listed as inhibitors; 330,000 compounds, 2.3% hits; AID 504467; further: potency means the concentration at half of the fitted maximal effect; on the % scale 0 is the no-effect control and ±100 the full control effect; nearly all actives have a fitted effect of over 55% in size
#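 Reporter activity after DNA damage by 5-fluorouridine is monitored. Compound-treated cells incubate 16 hr at 37 °C, then ONE-Glo is added for 30 min before luminescence reading.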
# TSHR antag – human thyrotropin receptor antagonism. TSHR-expressing cells, TSH-stimulated cAMP HTRF, 2 h; active compounds read low. activity change, negative = inhibition, % at 11.5 µM. AID 504810. P16473. 330,000 compounds, 0.2% hits;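 active means activity change below a set negative limit, meaning inhibition stronger than a set level, cut at about -70% in these data; inconclusive means activity change between two set negative limits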; further: on the % scale 0 is the no-effect control and ±100 the full control effect
#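 Antagonism was scored as loss of TSH-driven cAMP in TSHR cells, stimulated with 4nM TSH (EC80) for 2 hours at 37 deg C and detected by homogeneous HTRF competition immunoassay.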
# Mito fusion yeast – mitochondrial division inhibition or fusion activation. S. cerevisiae fusion-defective mutant growth rescue, CellTiterGlo 48 h. Potency, µM (series often up to 46.1 µM), without a hit: at the highest dose growth rescue (activation), most hits filed as activators. 320,000 compounds, 0.23% hits. AID 485298;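 further: potency means the concentration at half of the fitted maximal effect; % of control where 0% means no effect; nearly all actives have a fitted effect of over 45% in size; temperature-sensitive fusion mutants such as fzo1-1 at 37 °C on non-fermentable ethanol glycerol medium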
#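 Temperature-sensitive fusion-defective S. cerevisiae (e.g. fzo1-1, mgm1-5) were grown with compound in YPEG medium (3% ethanol, 3% glycerol) for 48 hours at 37C. Growth rescue was measured as viability by CellTiterGlo luminescence after 10 minutes at ambient.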
# Tb PFK inh – T. brucei PFK enzyme inhibition. O15648. T. brucei PFK, ADP-Glo luminescence. Potency, µM (doses to about 57.5 µM), inactives show top-dose activity, negative = inhibition, actives largely listed as inhibitors. 330,000 compounds, 0.17% hits. AID 485367;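 further: potency means the concentration at half of the fitted maximal effect; 0% = uninhibited 1x PFK enzyme wells and -100% = no-enzyme wells; nearly all actives have a fitted effect of over 60% in size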
#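 Activity is normalized to no-enzyme wells (full inhibition) and 1.25 nM enzyme wells (no inhibition). Reaction: 0.5 mM F6P, 0.1 mM ATP, 45 min RT, ADP-Glo luminescence; concentration-response curves fitted and classed by quality.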
# AT treatment – potential ataxia-telangiectasia treatments restoring KAP-1 phosphorylation | Potency, µM (series often up to 57.5 µM), without a hit: at the top dose activation, most hits filed as activators | […] A-T fibroblasts, KAP-1 phosphorylation AlphaLISA; neocarzinostatin DNA damage 30 min before lysis | 320,000 compounds, 0.19% hits; further: potency means the concentration at half of the fitted maximal effect; % of control where 0% means no effect; nearly all actives have a fitted effect of over 45% in size
#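 hTERT-immortalized A-T patient fibroblasts ([…]), 500 cells/well in OPTI-MEM, 1% FBS, got compounds for 60 min, then NCS for 30 min at 37C. Lysates were then assayed for phospho-KAP-1 by AlphaLISA (anti-pKAP1 donor, anti-KAP1 acceptor beads), 6 hr at 25C.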
# The depositor's hits bear a star; ? = inconclusive; nt = no result given; [ ] = dose if it differs, or a comment. Unless noted, the call rests on the fitted dose curve; in most records, active means well fitted curve in the direction sought with a large enough effect; inconclusive means small, poorly fitted or top-dose-only effect, or another doubt; inactive means no such curve, though single readings can be large; an effect the other way counts as inactive or inconclusive. Outcome played no part in choosing rows. About 3.2% of those tested had a hit in this group.
SMILES,Eya2 phos inh,BCR signal inh,PTAP TSG101 blk,TCR act,S-ASM inh,a7 integrin act,ELG1 DNA repair,TSHR antag,Mito fusion yeast,Tb PFK inh,AT treatment
O=C(COC(=O)c1c(Cl)ccc(Cl)c1Cl)NC1CCS(=O)(=O)C1 (configuration not stated),5%,0%,-6%,3%,1%,7%,9%,5,3%,-4%,10%
CCCCCCOc1ccc(C(=O)O)cc1,0%,?,-2%,10%,1%,-43%,?,5,26%,2%,-4%
N#Cc1ccc(CN2CCN(C(=O)CNC(=O)Cc3ccccc3)CC2)cc1,22%,-10%,-2%,-1%,-1%,-1%,8%,16,6%,7%,13%
CC(C)(C)c1ccc(C(=O)N2CCN(c3ccc(N4CCOCC4)nn3)CC2)cc1,-18%,4%,0%,-5%,nt,-15%,-3%,3,6%,2%,3%
CCC(=O)Nc1ccc(Oc2ccc3c(c2)C(=O)NC3=O)cc1,-3%,1%,1%,1%,0%,10%,9%,-11,6%,-4%,8%
COC(=O)c1ccc(OC(=O)c2cnccn2)cc1,-7%,-20%,-3%,1%,-3%,11%,13%,11,-5%,-3%,-2%
COc1ccccc1N1CCN(C(=O)c2onc(C)c2Cl)CC1,-5%,-1%,1%,3%,6%,-31%,3%,-8,-2%,-2%,5%
Cc1ccc(S(=O)(=O)NC2(C(F)(F)F)NC(=O)N(c3ccc(F)cc3)C2=O)cc1 (configuration not stated),1%,6%,-1%,8%,-1%,13%,-3%,9,-5%,-23%,-2%
CCOc1ccc(N=C2SCCCN2C(=O)c2c(CC)noc2C)cc1,-11%,0%,1%,-6%,-2%,?,5%,-9,0%,1%,7%
CC1CCCC(NC(=O)c2cc(S(=O)(=O)N3CCCCC3)ccc2Cl)C1C (configuration not stated),5%,?,-4%,7%,0%,16%,9%,-12,12%,1%,-3%
CC(C)OC(=O)C1CC=CCC1C(=O)Nc1ccc(Cl)cc1 (configuration not stated),11%,14%,-1%,1%,-1%,4%,9%,-5,3%,1%,-4%
COCCNC(=O)Cn1cc2c(n1)CCCCC2,16%,0%,-3%,4%,0%,6%,3%,9,-7%,0%,3%
O=C(Nc1cccc(Cl)c1)O/N=C\c1ccncc1,-30%,?,-8%,nt,1%,12%,6%,31,6%,-11%,-1%
O=C(O)c1cc2c(cc1NC(=O)c1ccccc1OC(F)F)OCCCO2,-10%,?,-6%,-19%,4%,32%,?,2,-3%,0%,-8%
CC(=O)Nc1ccc(S(=O)(=O)NCC(=O)Nc2ccc3c(c2)OCO3)cc1,6%,0%,-1%,5%,1%,8%,1%,-6,nt,6%,21%
COc1cccc(C(c2sc3nc(C)nn3c2O)N2CCN(C(=O)c3ccco3)CC2)c1 (configuration not stated),12%,1%,-3%,3%,2%,-18%,0%,-1,4%,2%,-1%
Cc1ccc(NNC(=O)c2c(C)noc2C)cc1Cl,20%,?,-1%,-1%,4%,-5%,3%,-1,2%,-9%,-5%
O=C(c1ccc(Cl)cc1)N1CCN(CCc2ccccn2)CC1,-23%,4%,-8%,-6%,2%,1%,8%,-4,-1%,-6%,11%
Cc1ccc(CSc2nc3ccccc3c(=O)n2C)cc1,-36%,5%,-7%,4%,-17%,-7%,?,-5,8%,-4%,11%
O=C(Nc1ccc(Cl)cc1)Nc1nnc(CSCc2ccccc2Cl)s1,3%,?,-1%,-6%[46.1 µM],0%,6%,10µM*,7,-4%,-5%,4%
O=C(CSc1cccc[n+]1[O-])NC1CCCCCCC1,?,-7%,-1%,2%,2%,-13%,6%,3,6%,1%,3%
CN(CCc1cnn(C)c1)Cc1nc(Cc2ccccc2)no1,8%,0%,-2%,1%,-2%,6%,-2%,13,1%,-5%,0%
O=C(COC(=O)/C=C/c1ccc(C(F)(F)F)cc1)NC1CC1,2%,8%,-1%,9%,-3%,7%,13%,3,1%,-5%,-4%
COc1ccc(C(=O)OCc2ccccc2F)cc1S(=O)(=O)N1CCCC1,-13%,0%,-4%,-9%,0%,-5%,?,2,24%,0%,-9%
CCc1ccc(C(=O)NNC(=O)CN2C(=O)NC3(CCCC3)C2=O)cc1,2%,0%,-6%,nt,5%,0%,14%,-7,-3%,-2%,-1%
Cc1nc(N2CCN(C)CC2)c2sc(=S)n(C)c2n1,2%,?,0%,-1%,0%,14%,7%,-6,-3%,2%,-1%
Cc1ccc(S(=O)(=O)NCC(=O)NCc2cc(=O)n(C)c(=O)n2C)cc1,8%,1%,1%,-1%,3%,21%,?,-5,6%,2%,2%
Cc1cc(=O)oc2cc(OCC(=O)NCc3ccncc3)ccc12,3%,-1%,-5%,4%,23%,17%,1%,23,3%,-1%,2%
Cc1nnc(NC(=O)c2oc3cc(C)c(C)cc3c2C)s1,-15%,?,nt,nt,nt,nt,21%,21,7%,8%,-4%
Cc1ccc2nc(SCC(=O)NCc3cccs3)c(C#N)cc2c1,-5%,-9%,-5%,6%,4%,17%,?,4,-1%,-1%,1%
Cc1c(C(=O)c2ccccc2)c(=O)n(C)c(=O)n1C,-5%,8%,0%,1%,0%,11%,19%,1,12%,-2%,-1%
CCc1ccc(CN2CCCC(C(=O)Nc3ccccc3-c3ccc(OC)cc3)C2)o1 (configuration not stated),0%,?,2%,-2%,-3%,-42%,1%,6,-12%,13%,2%
COc1ccccc1-c1nnc(SCC(=O)c2c(N)n(C3CC3)c(=O)[nH]c2=O)n1C,-1%,2%,-2%,5%,6%,?,18%,0,-4%,-12%,-4%
COc1ccc(CN2CCNC(=O)C2CC(=O)NC2Cc3ccccc3C2)c(OC)c1 (configuration not stated),-2%,-3%,-4%,-12%,4%,-6%,-3%,1,5%,1%,5%[11.5 µM]
CCOC(=O)N1CCN(C(=O)CSc2nc3c([nH]c4ccccc43)c(=O)n2CC)CC1,-5%,?,-1%,4%,0%,-5%,?,1,3%,1%,1%
COc1cccc(CN2CCCC(N3CCc4ccccc4C3)C2)c1O (configuration not stated),3%,-2%,0%,-1%,0%,-1%,?,-14,1%,2%,-2%
C[C@H](NC(=O)[C@@H]1Cc2ccccc2CN1)C(=O)NC[C@H]1CC[C@H](C(=O)O)CC1,-10%,0%,-4%,-3%,4%,1%,7%,3,-5%,0%,-9%
COc1cc(C)ccc1OCc1cc(C(=O)N(Cc2c(C)nn(C)c2C)C2CC2)no1,2%,7%,0%,-3%,-3%,13%,?,-17,-3%,1%,-4%
CCCCCCNc1cc(C)oc(=O)c1C(C)=O,-3%,?,-1%,nt,1%,-39%,?,2,6%,-1%,7%
CC(C)OCCCNC(=O)c1ccccc1NC(=O)C1=CSCCO1,-2%,5%,-1%,4%,12%,-2%,-8%,-7,2%,-3%,19%
O=C(Cn1ncn2c(cc3ccccc32)c1=O)NCCCc1ccccc1,6%,?,1%,-4%,-2%,4%,8%,-24,0%,6%,-2%
CCN(CC(=O)NC(=O)NCc1ccco1)Cc1nc2ccccc2c(=O)[nH]1,-4%,12%,-4%,-4%,4%,0%,-3%,10,1%,?,-3%
COc1ccccc1C(=O)N/C(=C\c1cn(S(=O)(=O)N(C)C)c2ccccc12)C(=O)N1CCCCC1,2%,-1%,-4%,-2%,-2%,2%,-22%,-5,-3%,2%,10%
Cc1ccc(S(=O)(=O)c2nc(S(C)(=O)=O)sc2NCc2ccc3c(c2)OCO3)cc1,4%,-5%,-2%,2%[46.1 µM],-1%,-11%,3%,-14,-2%,0%,5%
CN(CCOc1ccccc1)Cc1nc2cc(Cl)ccc2c(=O)[nH]1,-1%,-4%,2%,3%,-3%,-7%,-26%,-6,0%,4%,2%
